# FBW7 act = activators of human E3 ligase FBW7 | AlphaScreen FBW7–phospho-cyclin E peptide binding, activator screen | normalized activity (activation), % at 26.1 µM | actives 0.13% (n = 650,000) | AID 1259310; in the data active = normalized activity above about 1.9%;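 note: purified mutant Fbw7 with reduced substrate affinity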
# TEAD-YAP block = TEAD-YAP interaction inhibition | inhibition, % at 9.12 µM | actives 1.4% (n = 640,000) | HEK-TIYL cells, TEAD-Gal4/YAP UAS-luciferase luminescence | AID 1259422; in the data active = inhibition above about 32%;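 note: 0% = median of test compound wells and 100% = reference inhibitor wells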
# GPR151 ag = activates the human receptor GPR151. activation, % at 11.2 µM. Q8TDV0. PathHunter beta-arrestin GPR151 cells, luminescence. actives 1% (n = 650,000). AID 1508602; in the data active = activation above about 4.9%;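 note: 0% = median of compound wells and 100% = cells with positive control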
# Target sequence (Q8TDV0 whole entry, looked up): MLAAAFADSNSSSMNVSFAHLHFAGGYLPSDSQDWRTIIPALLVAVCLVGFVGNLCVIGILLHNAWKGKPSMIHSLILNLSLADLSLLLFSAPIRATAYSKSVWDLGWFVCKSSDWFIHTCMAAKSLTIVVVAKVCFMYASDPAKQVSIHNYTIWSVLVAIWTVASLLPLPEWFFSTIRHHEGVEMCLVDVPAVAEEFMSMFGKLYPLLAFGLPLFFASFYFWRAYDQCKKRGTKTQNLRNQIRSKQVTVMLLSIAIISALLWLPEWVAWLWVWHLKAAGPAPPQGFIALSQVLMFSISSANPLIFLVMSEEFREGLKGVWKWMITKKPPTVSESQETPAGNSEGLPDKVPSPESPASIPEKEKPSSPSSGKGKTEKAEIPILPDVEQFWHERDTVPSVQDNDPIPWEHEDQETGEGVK
# MITF primary = inhibitors of human MITF; inhibition, % at 2.6 µM; actives 0.91% (n = 650,000); AlphaScreen MITF homodimerization, bead proximity signal; in the data active = inhibition above about 50%;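 note: 0% = vehicle wells with protein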
# Target sequence (O75030 whole entry, looked up): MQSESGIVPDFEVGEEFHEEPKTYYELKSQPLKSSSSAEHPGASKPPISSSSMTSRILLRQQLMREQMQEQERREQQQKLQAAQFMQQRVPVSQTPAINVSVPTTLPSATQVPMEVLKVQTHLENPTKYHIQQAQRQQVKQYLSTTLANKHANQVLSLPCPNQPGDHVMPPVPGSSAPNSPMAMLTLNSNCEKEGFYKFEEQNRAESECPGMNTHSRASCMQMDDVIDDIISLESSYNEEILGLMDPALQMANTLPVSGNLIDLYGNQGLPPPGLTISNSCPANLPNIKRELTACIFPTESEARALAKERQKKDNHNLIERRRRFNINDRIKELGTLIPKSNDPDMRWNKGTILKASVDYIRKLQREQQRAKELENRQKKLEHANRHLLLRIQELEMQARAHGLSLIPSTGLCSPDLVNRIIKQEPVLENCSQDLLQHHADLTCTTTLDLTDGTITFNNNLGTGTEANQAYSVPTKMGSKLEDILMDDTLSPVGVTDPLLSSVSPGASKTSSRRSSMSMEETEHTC
# * hit, by the source's call. Rows are unselected. Share with any hit: about 3.4%.
SMILES,FBW7 act,TEAD-YAP block,GPR151 ag,MITF primary
O=C1c2cccc3cccc(c23)C(=O)N1c1cc(=O)c2ccccc2[nH]1,0.0,1,1.1,13
CC(C)c1ccc(C(CC(=O)c2ccccc2)Nc2ccc(Cl)cc2)cc1 (centres undefined),0.0,6,1.3,-2
O=C(COc1ccccc1)NNC(=O)C1C2CCCCC21 (centres undefined),-0.1,1,0.9,-8
C=CCOc1ccc(Cl)cc1CNCc1cccnc1,0.1,1,-1.3,14
CSc1ccc(C(=O)NCC2Cc3cc(Cl)cc(-c4ncccn4)c3O2)cc1 (centres undefined),0.1,5,0.0,2
COc1ccccc1CNc1ccc2cn[nH]c2c1,0.0,-12,-0.4,4
Cc1ccc(Sc2ccc3noc4c3c2C(=O)c2ccccc2-4)cc1,0.1,1,11*,9
OCCNCc1ccccc1C(F)(F)F,-0.4,-4,-0.7,-10
COc1ccc(NS(=O)(=O)c2cccc3nsnc23)c(OC)c1,0.0,5,1.8,12
Fc1ccccc1CN1CCOc2ccc(CN3CCOCC3)cc2C1,1.1,-1,1.1,14
Cc1ccc2c(c1)Oc1cc([N+](=O)[O-])cc(Oc3ccccc3C)c1C(=O)N2,-0.1,-12,0.2,26
Cn1c(=O)c2c(nc(NC3CCCCC3)n2Cc2cccc(Br)c2)n(C)c1=O,0.0,-14,-0.3,2
COc1ccc(C(=O)CSc2nnnn2C2CCCCC2)cc1,-0.1,-30,-1.5,1
COc1ccccc1C(=O)Nc1sc2c(c1C#N)CCC(C)C2 (centres undefined),-0.1,-7,0.1,6
CCOc1ccc(C(CC(=O)O)NC(=O)Cc2ccc(Cl)cc2)cc1 (centres undefined),0.2,1,-1.3,13
CCOC(=O)C(Cc1ccccc1)C(=O)N(C1CCCCC1)C1CCCCC1 (centres undefined),0.1,7,0.7,1
CCc1ccc(-c2cc3c(=O)n(CC(=O)NCCc4ccccc4)nc(C)n3n2)cc1,0.1,8,-0.7,6
COc1cccc(NC(=O)C2CC(=O)NC(Nc3nc4ccccc4s3)=N2)c1 (centres undefined),0.0,5,0.6,0
COC(=O)c1c(=O)n(O)c2cc(Cl)c(Cl)cc2[n+]1[O-],-0.1,0,-0.2,-5
CC12CC3CC(C)(C1)CC(CN)(C3)C2,0.0,-7,-1.2,-3
CCCc1cc(C(=O)N2CCC(C3(C)NC(=O)N(Cc4ccsc4)C3=O)CC2)n(C)n1 (centres undefined),0.7,2,-0.6,15
O=C(Nc1nnc(-c2ccc3c(c2)OCCO3)o1)c1ccccc1Cl,-0.2,-7,2.6,-6
COc1cccc2c1NC(c1cccc(Cl)c1Cl)C1CC=CC21 (centres undefined),-0.1,10,-0.9,2
Cc1nn(CC(=O)NC2CCCC2)c(=O)c2cccn12,0.1,6,2.5,-10
O=C1NC(CC(=O)N2CCC(c3ccnc(-c4ccccc4)n3)CC2)c2ccccc21 (centres undefined),-0.1,-1,-1.0,-12
CC(Sc1nnc(N)s1)C(=O)c1ccc(Br)cc1 (centres undefined),0.5,-13,-1.4,9
CC(C)N(CCNc1ccnc(-c2ccccc2)n1)C(C)C,0.0,-2,-0.2,-2
CCOC(=O)CSc1nnc(NC(=O)CN2CCCCC2)s1,0.0,-2,-0.4,0
COc1cncc(-c2cnn3ccc(Nc4ccc(Oc5ccccc5)cc4)nc23)c1,0.1,-3,-0.4,-6
N#Cc1ccc(NC(=O)c2cc([N+](=O)[O-])ccc2Sc2nnnn2-c2ccccc2)cc1,0.1,-8,2.9,-6
CCc1ccc(NC(=O)Cn2nnc(C(=O)OC)c2C(=O)OC)cc1,0.0,-1,2.7,52*
O=C(O)CC(c1ccc(Cl)cc1)n1cccc1 (centres undefined),-0.1,-4,-0.7,-4
Fc1ccccc1NCn1cnc2ccccc21,0.1,3,-0.2,3
COc1ccc(C2CC(c3cccs3)=NN2C(=O)CSc2nnc(CNC(=O)c3ccc([N+](=O)[O-])cc3)n2-c2ccc(F)cc2)cc1 (centres undefined),0.0,11,-0.1,10
COC(=O)c1cc2c(=O)n3cc(C)ccc3nc2n(Cc2ccccc2)c1=N,0.3,10,-0.6,11
CCCc1oc2ccc(NS(=O)(=O)c3ccc(Cl)c([N+](=O)[O-])c3)cc2c1C(=O)OCC,0.2,-4,-0.5,-5
CCn1ncc([N+](=O)[O-])c1C(=O)Nc1sc2c(c1C#N)CCCCCC2,0.1,13,0.6,5
CCCCNC(=O)CSc1nc2cc3c(cc2c(=O)n1CCC(=O)NCCc1ccc(OC)c(OC)c1)OCO3,0.0,-1,-0.1,6
Cc1nn(Cc2ccc(Cl)cc2)c(C)c1NC(=O)CCCn1nc([N+](=O)[O-])cc1C,-0.1,4,-0.3,-8
O=C(N/N=C/c1cc(Cl)ccc1O)C1COc2ccccc2O1 (centres undefined),-0.1,18,0.6,-14
COc1cccc(NC(=O)C2C3C=CC4(O3)C2C(=O)N(CC2CCCO2)C4C(=O)NC2CCCCC2C)c1 (centres undefined),-0.1,5,-0.7,-1
N#Cc1c(N)nc2c(c1-c1sc(Cl)cc1Cl)CCCCCC2,-0.1,6,-0.1,-2
COCCn1c(=N)c(C(=O)NCc2ccco2)cc2c(=O)n3ccccc3nc21,-0.1,-13,7.3*,6
O=C(O)CCC(=O)Nc1ccccn1,0.0,3,-1.2,3
O=C(COC(=O)c1ccc(F)cc1F)NC(=O)NC1CCCC1,0.1,-10,1.7,9
O=C(CN1C(=O)S/C(=C/c2ccccc2F)C1=O)Nc1ccccc1O,-0.1,6,0.9,21
O=C(Cn1c(=O)oc2cc(S(=O)(=O)N3CCCC3)ccc21)NCC1CCCO1 (centres undefined),0.0,1,0.1,9
C/C(=N/NC(=O)c1cncc(Br)c1)c1ccc2c(c1)CCCC2,-0.1,-2,-0.1,-2

# Nothing new here: entries from further up.
SMILES,FBW7 act,TEAD-YAP block,GPR151 ag,MITF primary
COC(=O)c1cc2c(=O)n3cc(C)ccc3nc2n(Cc2ccccc2)c1=N,0.3,10,-0.6,11
CCCc1oc2ccc(NS(=O)(=O)c3ccc(Cl)c([N+](=O)[O-])c3)cc2c1C(=O)OCC,0.2,-4,-0.5,-5
CCn1ncc([N+](=O)[O-])c1C(=O)Nc1sc2c(c1C#N)CCCCCC2,0.1,13,0.6,5
CCCCNC(=O)CSc1nc2cc3c(cc2c(=O)n1CCC(=O)NCCc1ccc(OC)c(OC)c1)OCO3,0.0,-1,-0.1,6
Cc1nn(Cc2ccc(Cl)cc2)c(C)c1NC(=O)CCCn1nc([N+](=O)[O-])cc1C,-0.1,4,-0.3,-8
O=C(N/N=C/c1cc(Cl)ccc1O)C1COc2ccccc2O1 (centres undefined),-0.1,18,0.6,-14
COc1cccc(NC(=O)C2C3C=CC4(O3)C2C(=O)N(CC2CCCO2)C4C(=O)NC2CCCCC2C)c1 (centres undefined),-0.1,5,-0.7,-1
N#Cc1c(N)nc2c(c1-c1sc(Cl)cc1Cl)CCCCCC2,-0.1,6,-0.1,-2
COCCn1c(=N)c(C(=O)NCc2ccco2)cc2c(=O)n3ccccc3nc21,-0.1,-13,7.3*,6
O=C(O)CCC(=O)Nc1ccccn1,0.0,3,-1.2,3
O=C(COC(=O)c1ccc(F)cc1F)NC(=O)NC1CCCC1,0.1,-10,1.7,9
O=C(CN1C(=O)S/C(=C/c2ccccc2F)C1=O)Nc1ccccc1O,-0.1,6,0.9,21
O=C(Cn1c(=O)oc2cc(S(=O)(=O)N3CCCC3)ccc21)NCC1CCCO1 (centres undefined),0.0,1,0.1,9
C/C(=N/NC(=O)c1cncc(Br)c1)c1ccc2c(c1)CCCC2,-0.1,-2,-0.1,-2

# Continued:
SMILES,FBW7 act,TEAD-YAP block,GPR151 ag,MITF primary
O=C(O)c1cccc(NC(=S)NC(=O)c2ccncc2)c1,-0.9,8,-0.7,-5
CCOC(=O)c1cnc2cc(C(F)(F)F)ccc2c1Nc1ccc2c(c1)OCO2,-0.2,0,2.1,3
C=CCn1c(SCC(=O)Nc2ccccc2F)nc2sc3c(c2c1=O)CCC(C)C3 (centres undefined),0.4,7,8.7*,2
COc1ccc(CCNC(=O)CCCCCn2c(=O)[nH]c3ccccc3c2=O)cc1OC,0.2,1,0.3,1
COCCNC(=O)CN(CCc1ccccc1)S(=O)(=O)c1ccc(OC)cc1,0.9,3,-0.8,9
N#CC1=C(N)N(c2ccccc2F)C2=C(C(=O)CCC2)C1c1ccsc1 (centres undefined),0.0,7,-1.0,-1
Cc1ccc(S(=O)(=O)N(CC(=O)N2CCCC2)Cc2ccccc2)cc1,0.0,2,-0.3,-2
CCn1cc(CNCc2ccc(OCC(O)CN(C)Cc3ccccc3)cc2)cn1 (centres undefined),0.1,6,-1.2,-36
COc1cccc(-n2c(Cc3cc(=O)[nH]c(=O)[nH]3)nnc2SCC(=O)N2CCCC2)c1,0.0,-5,0.4,4
Cc1ccc(C(=O)CSc2nccn(-c3cccc4ccccc34)c2=O)cc1,-0.3,-7,1.0,7
Cc1cccc2cc(CN(CCN(C)C)C(=O)Nc3ccccc3)c(=O)[nH]c12,0.3,-9,0.3,-8
O=C1OC2(CCCCC2)OC(=O)C1=Cc1ccc([N+](=O)[O-])o1,-1.5,6,-1.0,66*
CC(=O)N1N=C(c2cccc(Br)c2)OC12CCCC2,-0.3,-2,-0.5,0
O=C(Nc1cccc(Br)c1)c1ccc(S(=O)(=O)N2CCCC2)cc1,0.1,-1,0.5,12
CC(=O)Nc1sc2c(c1C(=O)N1CCOCC1)CCCCC2,-0.1,3,1.8,-4
FC(F)Oc1ccccc1C1=CC(c2ccc(Br)cc2)n2nnnc2N1 (centres undefined),-0.2,2,-0.3,8
O=c1n(-c2ccccc2)c(=O)n2n1CCC2,0.0,-6,0.1,-8
CCc1[nH]nc(C(=O)N/N=C/c2cccnc2)c1C,0.0,-22,0.0,2
COc1cccc(NC(=O)c2ccccc2CCc2ccccc2)c1,0.2,-7,-1.6,18
CCOC(=O)c1ccc(S(=O)(=O)NCc2cccnc2)cc1,0.1,5,0.1,-1
CCCCCc1c(O)nc(SCCN(C)C)n(-c2ccccc2)c1=O,-0.1,0,1.2,-1
NS(=O)(=O)c1cccc(NC(=O)c2ccc([N+](=O)[O-])cc2)c1,0.0,8,0.3,1
CC(=O)N(C)c1ccc(N=Cc2c(O)ccc3ccccc23)cc1,-0.3,-4,-1.0,10
Cc1ccoc1C(=O)N1CCC2(CCC(CNC(=O)c3ccccc3F)O2)CC1 (centres undefined),0.0,2,0.6,-8

# Copied from the list.
# `COc1cccc(NC(=O)c2ccccc2CCc2ccccc2)c1` in GPR151 ag: -1.6
# `CC(=O)N(C)c1ccc(N=Cc2c(O)ccc3ccccc23)cc1` in MITF primary: 10

# The results go on:
SMILES,FBW7 act,TEAD-YAP block,GPR151 ag,MITF primary
CC1=C(C(=O)OC2CCCCC2)C(c2ccccc2OCc2ccccc2)C2=C(CCCC2=O)N1 (centres undefined),-0.1,8,0.4,-5
Cc1ccc(CC(NC(=O)c2ccccc2)C(=O)NCC(=O)O)cc1 (centres undefined),0.2,2,-0.4,6
Cc1cc(N2CCc3ccccc32)nc(-n2nc(C)cc2C)n1,0.2,0,0.0,7
CC(=O)Nc1ccc(NC(=O)C2CC=CCC2C(=O)O)cc1 (centres undefined),-0.1,1,-1.0,-5
Cc1[nH]c(=O)[nH]c(=O)c1S(=O)(=O)N1CCN(c2ccccc2Cl)CC1,0.1,1,1.1,-5
CC(C)c1ccc(/C=C2/N=C(c3cccc4ccccc34)OC2=O)cc1,0.0,-6,-0.4,3
CCOc1ccc(S(=O)(=O)N2CCCC(C)C2)c2ccccc12 (centres undefined),0.0,-1,-0.2,-1
CCOc1ccc(NC(=O)C23C[C@H]4C[C@@H](C2)CC(n2nnc(C)n2)(C4)C3)cc1,0.1,-3,0.4,-11
N#CCCSc1ccccc1NC(=O)c1ccc([N+](=O)[O-])s1,-0.1,7,1.0,-7
O=C(COC(=O)c1cccnc1Cl)NC1CCCCC1,-0.1,2,-0.2,3
CCCC(=O)N1CCC[C@H](Cn2nc(-c3cccs3)ccc2=O)C1,-0.1,1,-0.6,6
CCN1C(=O)/C(=C\c2nc3ccccc3c(=O)n2CCCO)c2ccccc21,-0.1,2,-0.4,-12
O=C(NCCc1ccccn1)c1ccc(-c2ccccc2)nc1NCC1CC1,0.6,-17,-0.7,-21
O=C(Cn1nnc(-c2ccccc2NC(=O)c2cccs2)n1)NC1CCCC1,0.2,8,-1.2,11
Cc1cc([N+](=O)[O-])c(N2CCN(S(C)(=O)=O)CC2)cc1N,-0.1,-1,0.3,4
Cc1ccc(-c2csc(NC(=S)NC(=O)c3ccccc3)n2)o1,0.0,-2,-0.2,2
O=C(CCCn1c(=O)[nH]c2ccccc2c1=O)N1CCN(c2ccc(Cl)cc2)CC1,0.9,3,5.5*,13
COc1ccc(CN2CCc3nnc(C(C)NC(=O)C4CC4)n3CC2)cc1C (centres undefined),0.0,7,0.3,9
CCn1c2cc(C)sc2c2cnn(CC(=O)NC(C)(C)C)c(=O)c21,0.0,-10,-0.4,2
COc1ccc(-c2ncnn2-c2cccc(C(F)(F)F)c2)cc1OC,0.0,7,4.1,-10
C/C(=N\n1c(C)cc(C)c(C#N)c1=O)c1ccc(C)cc1,0.0,16,1.8,-2
O=C1CCCN1CCn1cnc2c(NCCO)nc(Nc3ccncn3)nc21,-0.1,-9,-0.8,2
CN(C)c1nc2c(c(=O)[nH]c(=O)n2C)n1Cc1ccccc1Br,0.0,-9,0.1,5

# Compound activity: PubChem, The Scripps Research Institute Molecular Screening Center
